Compound activity deposited in PubChem BioAssay by several laboratories.
TPT1 inh – Candida albicans TPT1 enzyme inhibitors, primary screen, biochemical, fluorescence polarization; tRNA 2'-phosphotransferase TPT1 (Candida albicans SC5314); AID 1962, 2009; inhibition, % at 5 µM; recombinant caTPT1, FP RNA substrate dephosphorylation; 0.81% of 300,000 active;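 active = inhibition above the mean of all tested compounds plus 3 SD, set per screening campaign, cut at about 24% in these data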;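 note: plate controls were DMSO alone for no effect and ferristatin control at 100 nM for full effect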
PP5 inh – PP5 phosphatase inhibitors, primary screen, biochemical, fluorescence; inhibition, % at 6.7 µM; purified PP5c, OMFP substrate fluorescence; 0.18% of 320,000 active; AID 1987, 2009;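 active = inhibition above the campaign's mean inhibition across all tested compounds plus 3 SD, cut at about 9.5% in these data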;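 note: 0% = DMSO only and 100% = 100 µM cantharidin control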
Target sequence (P53041 whole entry, looked up): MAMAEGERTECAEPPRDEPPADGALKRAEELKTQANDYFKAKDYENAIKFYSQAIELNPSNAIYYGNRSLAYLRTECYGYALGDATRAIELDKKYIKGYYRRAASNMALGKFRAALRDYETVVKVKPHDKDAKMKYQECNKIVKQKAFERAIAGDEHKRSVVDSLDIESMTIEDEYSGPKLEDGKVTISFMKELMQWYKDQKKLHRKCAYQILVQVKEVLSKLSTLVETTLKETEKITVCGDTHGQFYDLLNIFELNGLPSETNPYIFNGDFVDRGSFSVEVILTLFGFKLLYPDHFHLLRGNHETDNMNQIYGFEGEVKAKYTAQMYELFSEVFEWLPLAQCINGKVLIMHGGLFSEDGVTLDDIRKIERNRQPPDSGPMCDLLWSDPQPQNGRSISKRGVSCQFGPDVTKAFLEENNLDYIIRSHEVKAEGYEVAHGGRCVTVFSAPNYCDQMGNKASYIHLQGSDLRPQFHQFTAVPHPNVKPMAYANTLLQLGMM
EBNA-1 inhibitor – EBNA-1 DNA-binding inhibitors, primary screen, biochemical, fluorescence polarization. inhibition, % at 14.8 µM. 0.34% of 300,000 active. AID 1950, 2009; in the data active = inhibition above about 28%
CTSL1 counter – Fasciola hepatica cathepsin L1 inhibitors, primary screen, counter-screen for PFM18AAP inhibitor project, biochemical, QFRET, fluorogenic peptide substrate. inhibition, % at 5.96 µM. 0.49% of 300,000 active. recombinant F. hepatica cathepsin L1, Z-Leu-Arg-MCA fluorescence;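 active = inhibition above the mean of all tested compounds plus 3 SD, set per screening campaign, cut at about 17% in these data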;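 note: 0% = plate median of test compound wells and 100% = 1 µM Z-Phe-Ala-diazomethylketone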
ZTA counter – ZTA (EBV) inhibition in EBNA-1 counter-screen; P03206; ZTA-DNA binding, fluorescence polarization; inhibition, % at 11 µM; 0.15% of 320,000 active; AID 2234; in the data active = inhibition above about 33%
PP1 inh – PP1-alpha phosphatase inhibitors, primary screen, counter-screen for PP5 inhibitor project, biochemical, fluorescence, OMFP substrate, single point. Serine/threonine-protein phosphatase PP1-alpha catalytic subunit (Homo sapiens), P62136. purified PP1alpha. inhibition, % at 6.7 µM. 0.9% of 320,000 active. AID 2235, 2010;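 active = inhibition above the mean inhibition of all tested compounds plus 3 SD, computed separately for each screening campaign, cut at about 15% in these data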
HCV core dimer – inhibitors of HCV core protein dimerization, primary screen, biochemical, TR-FRET, high-throughput. AID 1899, 2009. TR-FRET GST/Flag-core106 dimerization, 1536-well. 0.33% of 300,000 active. inhibition, % at 5 µM;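 active = inhibition above the mean of all tested compounds plus 3 SD, set per screening campaign, cut at about 45% in these data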
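Assay system: tagged HCV core106 pair (GST and Flag); medium: KF-containing HEPES buffer, pH 7.45, DTT, CHAPS, BSA; also added: Eu donor and XL665 acceptor anti-tag antibodies; dosing: 5 µM single dose; timing: compound-protein-antibody incubation 4 h at 22.5 °C; signal: TR-FRET 671 and 617 nm emission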
GASC-1 inh – inhibitors of GASC-1 histone demethylase, primary screen, biochemical, fluorescence, DELFIA europium. inhibition, % at 2.35 µM. 0.069% of 330,000 active. GST-JMJD2C(1-420) H3K9me3 demethylation. AID 2099, 2009;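 active = more than half of a compound's replicate wells show inhibition beyond 50%, single wells judged on their own value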;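 note: signal counts dimethyl H3K9 product captured on neutravidin plate; 0% = median of DMSO wells and 100% = 0.3 times that DMSO median; strong numbers were not always called active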
Target sequence (Q9H3R0 1-420 limits assumed): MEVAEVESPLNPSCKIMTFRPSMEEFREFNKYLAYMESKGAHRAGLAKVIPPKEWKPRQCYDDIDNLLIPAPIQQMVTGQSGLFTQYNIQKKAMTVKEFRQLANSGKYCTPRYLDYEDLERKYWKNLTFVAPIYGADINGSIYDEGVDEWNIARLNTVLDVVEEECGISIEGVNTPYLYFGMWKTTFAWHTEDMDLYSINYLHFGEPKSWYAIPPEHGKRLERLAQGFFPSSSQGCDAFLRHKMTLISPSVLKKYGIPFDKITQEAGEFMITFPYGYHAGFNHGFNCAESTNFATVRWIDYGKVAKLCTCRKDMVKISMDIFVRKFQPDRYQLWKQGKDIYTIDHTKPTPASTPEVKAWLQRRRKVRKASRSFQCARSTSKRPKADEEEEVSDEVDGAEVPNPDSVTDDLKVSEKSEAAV
CR mimetic SO – reduction of superoxide in aged yeast, primary screen, HTS; S. cerevisiae aged cells, superoxide DHE fluorescence; stronger effect = lower value; superoxide response (% of plate mean), % at 10 µM; 0.18% of 330,000 active;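 active = superoxide response under a set limit, about three screen SD below normal, cut at about 65% in these data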;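 note: yeast aged for seven days with compound at 30 °C before DHE staining; 100% = average MFI of all compound-treated wells on the plate with controls excluded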
Active calls of the source: *; . = no result given.

compound	TPT1 inh	PP5 inh	EBNA-1 inhibitor	CTSL1 counter	ZTA counter	PP1 inh	HCV core dimer	GASC-1 inh	CR mimetic SO
CC1(C)CC(NC(=S)NCc2ccc3c(c2)OCO3)CC(C)(C)N1	-4	0.1	-1	6	-7	-3	2	0	95
CCCCN(C(=O)c1ccccc1OCc1ccc(F)cc1)c1c(N)n(CCC)c(=O)[nH]c1=O	2	-2.0	-3	0	11	-1	2	-24	87
COc1ccc(OC)c(NC(=O)CN2C(=O)NC3(CCCc4ccccc43)C2=O)c1 (stereo not drawn)	.	-1.0	.	.	11	-7	.	.	110
O=C(/C=C/c1ccc2c(c1)OCCCO2)c1ccccc1O	-2	0.9	2	8	7	0	6	2	99
CC(C)Cn1c(=O)c2ccccc2n2c(CCC(=O)NCc3ccccn3)nnc12	-1	-0.8	11	-6	4	-3	4	2	83
O=C(C=C=Nc1ccccc1)C(=O)N=C=Cc1ccccc1	1	0.2	-9	-1	-9	-4	-3	1	98
O=C(CSc1nc2ccccc2o1)NCC1CCCO1 (stereo not drawn)	-3	-1.2	3	-2	-3	-4	-3	2	80
CC1(C)CC(=O)C=C(NNC(=O)C2CCCCC2)C1	-5	-0.9	3	-3	-1	-3	2	.	100
COc1ccc(C(=O)N/N=C/c2ccc(OC(=O)c3cccs3)cc2)cc1	-3	-0.5	1	8	-2	4	12	-4	93
CCOC(=O)Cc1nnc(NC(=O)COc2ccc(F)cc2)s1	-4	3.7	-2	-1	0	-4	-4	-12	104
COc1ccccc1C(=O)NNC(=O)c1ccc(C)cc1	-1	2.0	7	1	12	3	-7	-28	100
COc1ccc(NC(=O)CSc2nc3c(sc4ccccc43)c(=O)n2CCCN2CCCC2)cc1	-1	-1.9	1	4	-4	2	-7	5	83
CCO[C@@H]1OC(C(=O)N2CCOCC2)=C[C@H](c2coc3ccccc3c2=O)[C@H]1CCCO	-2	1.0	-9	-3	-15	0	-12	-1	87
Cc1cc(C)cc(NC(=O)CSc2nc3c(c(=O)[nH]2)CN(Cc2ccc(F)cc2)CC3)c1	-1	1.5	10	6	3	1	13	2	106
Cc1noc(NS(=O)(=O)c2ccc(NC(=O)CSc3nc4c(cc3C#N)CCCCC4)cc2)c1C	1	-3.3	7	1	-1	0	9	-1	86
CNC(=O)c1ccc(OC2CSC2)cc1	-1	1.9	5	-2	-6	-2	-1	0	108
COC(=O)Cn1cnc2scc(-c3ccc(C)cc3)c2c1=O	-2	1.4	-2	0	2	4	0	6	94
CCOc1cc(-c2nc(C)c(C(C)=O)n2O)ccc1OCC(=O)Nc1ccc(F)cc1	-3	-0.1	2	-1	4	0	-6	-17	112
COc1ccc(OC)c(NC(=O)CSCc2cnn(-c3ccccc3)c2-n2cccc2)c1	-4	6.2	0	5	-1	8	-1	-5	84
O=C(Nc1ccccc1C(=O)N1CCCC1)c1ccccc1	-1	0.2	-2	1	-11	-6	-2	-14	83
Cc1cc(=O)n2[nH]c(N)c(N=Nc3ccccc3F)c2n1	-1	0.9	-3	1	-1	-2	-22	3	112
OC(CNC1CCCC1)COc1ccc(-c2ccccc2)cc1 (stereo not drawn)	-2	1.9	0	-5	-2	8	-7	2	98
Cc1cccc(NC(=O)c2cc3ccccc3oc2=O)c1	1	3.0	-3	2	-2	0	6	2	97
CCN1CCN(C(=S)c2ccc(OCC(=O)Nc3ccc(OC)cc3)cc2)CC1	-1	-3.4	-2	5	-7	-5	0	-15	105
COc1cccc(N(CC(=O)NC2CC3CCC2C3)S(=O)(=O)c2ccccc2)c1 (stereo not drawn)	5	0.6	-12	-1	-8	3	1	3	96
CC[C@@H]1[C@H]2CCCC(=O)N3CC[C@@H](C[C@H]1O)[C@@H]23	0	1.4	-11	2	-12	6	-18	-29	101
COc1ccc(CNC(=O)OCCN2CCN(Cc3ccccc3)CCC2=O)cc1	-2	0.8	-2	0	6	-2	-18	-2	97
O=C(CCCN1C(=O)NC2(CCCC2)C1=O)N1CCN(S(=O)(=O)c2ccccc2)CC1	.	-1.4	.	.	3	1	.	7	88
Cc1c(C(=O)N(Cc2ccccc2)Cc2cccnc2)cnn1-c1ccc(F)cc1	-1	0.2	-8	7	4	-1	1	15	96
CSc1nc2ccc(NC(=O)c3c(-c4ccccc4)noc3C)cc2s1	2	0.5	6	-2	5	-2	6	23	96
c1ccc2c(c1)nc1n2CC2CON(C3CCCCC3)C12 (stereo not drawn)	0	1.1	13	-2	-5	2	0	-6	87
O=[N+]([O-])c1cccc(NC(=S)N2CCc3ccccc3C2)c1	-6	0.0	-2	2	8	2	2	-1	97
O=C(NC1CCCCC1)N1CCc2[nH]c3ccccc3c2C1	-14	4.0	1	-3	-21	2	-7	-4	112
CN(CC(=O)Nc1ccc(N2CCOCC2)cc1)C(=O)c1cc(S(=O)(=O)N(C)C)ccc1Cl	0	0.8	-7	-3	18	-3	-5	-2	108
CC(C)CCOP(=O)(c1ccccc1)c1ccccc1	2	0.6	-10	-1	3	0	-1	-2	122
O=C(c1ccco1)N1CCN(C2CCCC2)CC1	1	1.2	8	-1	5	-2	-5	14	91
O=C(Nc1ccccc1Cl)c1ccc(S(=O)(=O)N2CCOCC2)cc1	-4	-0.6	0	1	-12	-2	0	-9	100
N#CC1(Nc2cccc(Br)c2)C(=O)Nc2ccccc21 (stereo not drawn)	-1	1.5	0	-1	1	-7	6	-3	101
O=S(=O)(c1ccc(Cl)cc1Cl)n1ccc2cccnc21	-4	-0.9	-1	1	-14	-2	0	1	88
O=C1NC(=O)/C(=C\c2ccc(Sc3ccc(Cl)cc3)o2)N1	-2	3.8	5	0	-11	2	21	-6	139
Cc1ccc(C(=O)NC2CCCCC2)cc1	-1	-3.0	2	2	-11	-2	-3	8	95
COc1ccc(N=Nc2cc(C)c(O)c(CN3CCCCC3)c2)cc1	4	3.1	-7	2	-15	-1	-10	-17	94
CC(C)[C@H](NC(=O)N1c2ccccc2NC(=O)[C@@H]1C(C)C)C(=O)N[C@H](C(=O)O)c1ccccc1	1	6.0	-4	-5	6	-7	-8	3	127
COc1ccc(NC(=O)Nc2cc(C)ccc2OC)cc1	-11	0.5	4	4	-5	-3	0	2	98
CC(C)(C)c1ccc(-c2nnc(N)o2)cc1	1	-2.6	10	-2	7	-7	1	2	99
O=C(Nc1ccc(F)cc1)C1(S(=O)(=O)c2ccc(Cl)cc2)CC1	-3	0.0	-2	3	0	-1	-13	-3	84
O=C(COc1ccccc1)N1CCN(C(=O)c2ccccc2F)CC1	1	-0.2	-19	3	6	-2	-6	0	93
COc1ccc(C2=NN(C(=O)CSc3nc(=O)n4cc(C)ccc4n3)C(c3ccc(C)cc3)C2)cc1 (stereo not drawn)	0	0.7	2	7	2	2	31	7	114
O=C(CCc1nnc(C2(c3ccc(Cl)cc3)CCC2)o1)NCCCn1cccn1	-7	0.5	11	-1	3	-2	1	2	100
CCOC(=O)N1CCC(NC(=O)c2ccc(CS(=O)c3cccc(C)c3)o2)CC1 (stereo not drawn)	-3	1.5	0	-1	-5	-4	-5	-7	95
COc1cccc(C(=O)Nc2ccc(NC(=O)c3ccco3)cn2)c1	-4	2.3	-4	0	-8	-1	-1	1	102
COc1ccc(N(C(=O)Cn2nnc(-c3ccc(Cl)cc3)n2)C(C(=O)NCC2CCCO2)c2ccncc2)cc1 (stereo not drawn)	-3	-2.9	11	1	5	0	6	-1	105
COCCCN1C(=O)C(O)=C(C(=O)c2ccc(C)o2)C1c1cccc(Br)c1 (stereo not drawn)	0	2.3	0	-3	-16	18*	11	-2	92
O=C1CC(NC(=O)C(F)(F)F)c2cc3c(cc21)OCO3 (stereo not drawn)	-2	0.5	7	1	-5	-5	-1	-2	96
O=C(CC1C(=O)NCCN1C/C=C/c1ccccc1)NCCc1cnccn1 (stereo not drawn)	1	0.4	-4	3	4	4	2	10	100
CCN1CCN(Cc2ccc(NC(=O)Nc3ccc(OC)cc3)cc2)CC1	-2	-1.0	8	-2	7	-3	-2	.	93
COc1cc(C(C)=O)ccc1OCC(=O)Nc1ccc(Cl)c(S(=O)(=O)N2CCOCC2)c1	.	2.8	.	.	4	1	.	3	132
COc1cccc(N2[C@@H](CC(C)=O)c3ccc(/C=C/C(C)=O)cc3S2(=O)=O)c1	-6	-10	-3	8	2	3	-11	15	98
c1ccc(CSc2nnc3ccc(-c4ccncc4)nn23)cc1	1	0.4	-2	0	8	-2	-6	11	92
CCOC(=O)C1CCN(C/C=C/c2ccccc2[N+](=O)[O-])CC1	2	4.1	-4	-3	4	0	-9	5	108

Reprinted at random: 2 records from the list
compound	TPT1 inh	PP5 inh	EBNA-1 inhibitor	CTSL1 counter	ZTA counter	PP1 inh	HCV core dimer	GASC-1 inh	CR mimetic SO
COc1cccc(C(=O)Nc2ccc(NC(=O)c3ccco3)cn2)c1	-4	2.3	-4	0	-8	-1	-1	1	102
c1ccc(CSc2nnc3ccc(-c4ccncc4)nn23)cc1	1	0.4	-2	0	8	-2	-6	11	92

The list goes on.
compound	TPT1 inh	PP5 inh	EBNA-1 inhibitor	CTSL1 counter	ZTA counter	PP1 inh	HCV core dimer	GASC-1 inh	CR mimetic SO
CN(Cc1ccccc1)c1nc2c(c(=O)[nH]c(=O)n2C)n1Cc1ccccc1Cl	1	1.4	-1	0	-13	3	5	-6	98
Cc1ccc(C(=O)N2CCN(c3cnn(C)c(=O)c3Cl)CC2)cc1	-4	2.2	-5	-1	-17	-3	-9	-1	115
COc1cc(NS(=O)(=O)c2ccccc2)ccc1-n1nc(C)cc1C	2	2.6	-12	-4	-9	-3	1	-5	94
O=C(c1ccccc1)c1ccc(OCC(O)CN2CCN(S(=O)(=O)N3CCCCC3)CC2)cc1 (stereo not drawn)	2	2.4	-5	4	2	-1	2	0	108
Cc1sc(NC(=S)NC(=O)c2ccco2)c(C(N)=O)c1C	3	1.5	-11	-1	2	-3	-12	7	111
CN(CC(=O)Nc1ccc(OC(F)(F)F)cc1)C(=O)Cc1ccc2c(c1)CCC2	.	0.8	.	.	9	3	.	2	106
CCCCn1c(N)c(N(CCOC)C(=O)c2cccc(N3C(=O)c4ccccc4C3=O)c2)c(=O)[nH]c1=O	-2	0.2	10	-8	2	-8	2	6	111
CCOC(=O)CSCC(=O)Nc1nnc(-c2cccc([N+](=O)[O-])c2)s1	-1	-1.4	-1	8	0	1	-4	-3	113
C/C(=N\NC(=O)c1ccc(CSc2nncn2C)cc1)c1ccc(Cl)cc1	-2	2.6	6	-1	4	0	-3	-2	99
O=C(CSc1nc2ccccc2c(=O)n1-c1ccc(F)cc1)Nc1ccc(Cl)c(S(=O)(=O)N2CCOCC2)c1	-1	1.8	5	-1	-2	4	21	4	93
O=C(NCC1CCN(S(=O)(=O)c2ccccc2)CC1)Nc1ccc(F)cc1	-1	2.8	0	-1	-11	0	-4	-3	105
CC(/C=C/c1ccccc1)=N\NC(=O)CNC(=O)c1ccccc1Cl	0	1.8	5	-6	-10	1	-6	0	100
Cc1[nH]n(-c2ccccc2)c(=O)c1C(c1cccc([N+](=O)[O-])c1)c1c(C)[nH]n(-c2ccccc2)c1=O	2	6.8	4	-4	2	2	4	-36	94
